From PubChem
HSP90 refold inh: HSP90 inhibitors, primary screen, cell lysate, luminescence; inhibition, % at 5.6 µM; Heat shock protein HSP 90 (rabbit reticulocyte lysate; luciferase refolding); 290,000 compounds, 0.91% hits; Rabbit reticulocyte lysate, luciferase refolding luminescence, 3 h;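 active = inhibition above the screen-wide mean plus 3 SD, computed separately per campaign, cut at about 16% in these data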;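 also: 0% = DMSO wells and 100% = 60 µM geldanamycin wells; inhibitors lower the luminescence because luciferase stays unfolded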
GSK3 alpha inh: blockers of GSK3A enzyme activity – biochemical, luminescence, cell-free homogeneous, HTS, primary screen; Glycogen synthase kinase-3 alpha (Homo sapiens), P49840; GSK-3 alpha kinase, ADP-Glo luminescence, 60 min; inhibition, % at 10 µM; 320,000 compounds, 0.1% hits;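 in the data active = inhibition above about 50%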;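 also: GST-tagged GSK-3 alpha with peptide substrate and 25 µM ATP; 0% = DMSO neutral wells and 100% = GW8510 positive control wells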
Target sequence (P49840 whole entry, looked up): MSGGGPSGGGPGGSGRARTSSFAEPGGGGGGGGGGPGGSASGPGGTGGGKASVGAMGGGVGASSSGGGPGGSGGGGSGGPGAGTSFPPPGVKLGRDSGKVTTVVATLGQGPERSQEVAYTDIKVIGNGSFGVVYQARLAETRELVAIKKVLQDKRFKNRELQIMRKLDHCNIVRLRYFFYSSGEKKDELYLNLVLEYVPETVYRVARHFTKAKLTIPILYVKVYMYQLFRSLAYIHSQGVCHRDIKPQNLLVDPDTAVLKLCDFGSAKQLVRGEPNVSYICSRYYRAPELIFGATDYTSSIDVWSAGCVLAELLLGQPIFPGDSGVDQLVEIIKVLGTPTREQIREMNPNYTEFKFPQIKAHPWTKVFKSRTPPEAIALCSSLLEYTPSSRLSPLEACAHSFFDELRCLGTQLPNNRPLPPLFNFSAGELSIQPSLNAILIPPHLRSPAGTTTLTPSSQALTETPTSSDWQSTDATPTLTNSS
Platelet DG rel: inhibitors of platelet dense granule secretion, primary screen, cell-based, MLPCN, human platelets; human platelet-rich plasma, SFLLRN dense granule ATP release, luminescence; AID 1663, 2009; inhibition, %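 (compounds screened at 7.5 µM in platelet-rich plasma)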; 300,000 compounds, 0.22% hits;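 active = mean replicate score, as percent of positive control, at or above 50; inconclusive = mean below 50 but at least one replicate at or above 50; inactive = mean and every replicate below 50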
HDAC3 inhib: HDAC3 deacetylase inhibitors, primary screen, biochemical, fluorescence, cell-free homogeneous; Histone deacetylase 3 (Homo sapiens), O15379; recombinant HDAC3, fluorogenic peptide/trypsin coupled; inhibition, % at 8.3 µM; 320,000 compounds, 0.15% hits; in the data active = inhibition above about 26%, passing the limit was not always enough; inconclusive = no clear call, values can overlap the other calls
Dyrk1A ADPGlo: rat Dyrk1A kinase inhibitors, primary screen, biochemical, single point, plate reader | inhibition, % at 12.5 µM | Dual specificity tyrosine-phosphorylation-regulated kinase 1A (Rattus norvegicus), Q63470 | ADP-Glo luminescence, NFATc1 peptide | 310,000 compounds, 0.43% hits; in the data active = inhibition above about 50%;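 also: plate controls were vehicle with enzyme for no effect and no enzyme for full effect; many of its hits are not listed in these tables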
PolyA inhibitor: polyadenylation inhibitors in yeast reporter cells, primary screen, luminescence, S. cerevisiae. S. cerevisiae SKY197-pL101 polyadenylation reporter, beta-gal luminescence; efflux-impaired pdr1/pdr3 knockout yeast; score 100 = 6 SD above DMSO. calls only at 12 µM. 300,000 compounds, 0.02% hits. AID 1875, 2009;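 active = lowest replicate activity score at least 50, where 100 means six control SD above control mean; inconclusive = lowest score under 50 but half or more replicates reach 50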;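 also: yeast exposed to compound for 9 h at 30 °C; higher score means more reporter readthrough which indicates perturbed polyadenylation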
GSK3beta inhib: human GSK3beta kinase inhibitors, primary screen, biochemical, cell-free homogeneous, HTS; Glycogen synthase kinase-3 beta (Homo sapiens), P49841; GST-GSK3beta kinase, ADP-Glo luminescence, 60 min; hits give low values; 300,000 compounds, 0.038% hits; activity score (negative = inhibition), % at 10 µM;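 active = more than half of replicate wells score below -50%, meaning over 50% inhibition versus plate controls; inconclusive = some replicates but at most half score below -50%; inactive = no replicate scores below -50%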;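 also: 0% = median DMSO wells and -100% = median GW8510 positive control wells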
Target sequence (P49841 whole entry, looked up): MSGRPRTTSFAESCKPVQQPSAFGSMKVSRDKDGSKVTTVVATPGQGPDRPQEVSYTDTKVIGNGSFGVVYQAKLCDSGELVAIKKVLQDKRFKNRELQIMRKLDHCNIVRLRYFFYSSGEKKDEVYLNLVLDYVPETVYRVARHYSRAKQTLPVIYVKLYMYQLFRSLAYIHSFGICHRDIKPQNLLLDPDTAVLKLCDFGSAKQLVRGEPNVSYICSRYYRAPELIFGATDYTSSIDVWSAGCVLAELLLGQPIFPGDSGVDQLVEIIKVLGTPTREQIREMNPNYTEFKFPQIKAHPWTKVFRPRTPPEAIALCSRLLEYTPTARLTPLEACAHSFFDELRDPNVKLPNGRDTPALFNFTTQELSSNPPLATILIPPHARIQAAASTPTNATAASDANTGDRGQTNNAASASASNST
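Test system – GST-tagged human GSK3beta kinase, cell-free · Incubation – 60 min enzyme reaction, room temperature · Signal – ADP-Glo luminescence · Also added – peptide substrate and ATP at 25 µM · Controls – DMSO neutral wells and GW8510 at 20 µM as positive · Buffer or medium – Tris/MgCl2 kinase buffer · Measure – Luminescence-derived activity versus plate DMSO and GW8510 wells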
AI-2 QS modul: Vibrio harveyi AI-2 quorum sensing modulators, primary screen, JMH597 strain, luminescence/OD600 ratio; Vibrio harveyi JMH597 AI-2 luminescence/OD600 ratio, 9 h; hits give low values; strain lacks LuxN and CqsS sensors; 0 = neutral-control median; 300,000 compounds, 0.4% hits; activity change, % at 7.5 µM; AID 2094, 2009; in the data active = activity change below about -75%, passing the limit was not always enough; inconclusive = no clear call, values can overlap the other calls;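 also: luminescence divided by OD600 gain over 9 h not by final OD600 alone; inactives centre near 13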
HSF1 inh: HSF1 inhibitors in luciferase reporter cells, primary screen, cell-based, NIH3T3, luminescence; activity change, negative = inhibition, % at 7.5 µM (by protocol); 300,000 compounds, 0.77% hits; NIH3T3-HGL HSE-luciferase, MG132-induced, luminescence 8 h; hits give low values; AID 2098, 2009;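 active = more than half of replicate wells show activity change below -50%, luminescence cut by over half; inconclusive = some wells, but at most half, below -50%; inactive = no replicate well below -50%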;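 also: luciferase reports HSF-1 transcriptional activity via heat shock element; 0% = median of DMSO wells and -100% = zero luminescence signal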
HSF1 activator: HSF-1 activators, primary screen, NIH3T3-HGL cells, MG132 stress, luminescence, single point; NIH3T3-HGL HSF-1 luciferase reporter, 8 h; 100% = twice DMSO control signal; activation, % at 9 µM; 300,000 compounds, 1.7% hits;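 active = mean replicate activation of at least 50% with a set share of replicates each reaching 50%; inconclusive = only one of those two conditions met; inactive = mean below 50% and too few replicates reaching it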;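 also: 0% = median of the neutral control wells and 100% = twice that signal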
Active calls of the source: *; i = inactive; ? = inconclusive; . = no result given. An excerpt; count on the stated rates, not on these rows.

no.	mol	HSP90 refold inh	GSK3 alpha inh	Platelet DG rel	HDAC3 inhib	Dyrk1A ADPGlo
1	NS(=O)(=O)c1ccc(NC(=O)COC(=O)c2cc([N+](=O)[O-])ccc2Cl)cc1	0	0	1	7	0
2	O=C(C1CCCN(Cc2ccccc2C(F)(F)F)C1)N1CCCCC1 (stereo not given)	-3	-5	0	2	1
3	Cc1cc(C)n2ncc(C(=O)Nc3ccc(Cl)c(Cl)c3)c2n1	5	1	-5	-1	5
4	O=C1C2C3C=CC(CC3)C2C(=O)N1c1cccc(C(F)(F)F)c1 (stereo not given)	-1	-1	-8	-4	-10
5	CCN1CCN(CCCNC(=O)c2ccc(NC(=O)C3=CSCCO3)cc2)CC1	1	-1	6	9	.
6	COc1cccc(/C=N/NC(=O)Cn2nc([N+](=O)[O-])cc2C)c1	-2	4	-13	3	.
7	Cc1ccc(N(Cc2ccccc2)C(=O)CN2C(=O)NC3(CCCC3)C2=O)cc1	-7	-2	-10	11	1
8	CCOc1ccc(CN(C(=O)c2oc3ccccc3c2C)C2CCS(=O)(=O)C2)cc1 (stereo not given)	-1	-2	?	18	-1
9	CCCCCC(=O)N1CCN(CCN=CC2=C(O)CC(c3ccco3)CC2=O)CC1 (stereo not given)	-1	-4	-2	3	-1
10	Cc1nn(C)c(Cl)c1NC(=O)OCc1ccc(Cl)cc1Cl	0	-2	-2	1	1
11	CCc1ccccc1NC(=O)C1CC(c2ccc(OC)cc2)=NO1 (stereo not given)	2	-4	-2	2	8
12	CS(=O)(=O)NCCSc1nnnn1-c1ccccc1	-4	-2	8	-3	9

no.	PolyA inhibitor	GSK3beta inhib	AI-2 QS modul	HSF1 inh	HSF1 activator
1	i	0	23	-2	-6
2	i	2	23	-1	5
3	i	-5	30	1	-2
4	i	1	8	3	3
5	i	0	7	-9	-3
6	i	-4	9	-4	-9
7	i	-4	15	-1	-7
8	.	3	11	-5	2
9	i	2	22	0	-1
10	i	1	42	-5	14
11	i	0	-5	-5	10
12	i	-1	16	-7	-10

Quoted at random: three entries already listed.
no.	mol	HSP90 refold inh	GSK3 alpha inh	Platelet DG rel	HDAC3 inhib	Dyrk1A ADPGlo
7	Cc1ccc(N(Cc2ccccc2)C(=O)CN2C(=O)NC3(CCCC3)C2=O)cc1	-7	-2	-10	11	1
4	O=C1C2C3C=CC(CC3)C2C(=O)N1c1cccc(C(F)(F)F)c1 (stereo not given)	-1	-1	-8	-4	-10
8	CCOc1ccc(CN(C(=O)c2oc3ccccc3c2C)C2CCS(=O)(=O)C2)cc1 (stereo not given)	-1	-2	?	18	-1

no.	PolyA inhibitor	GSK3beta inhib	AI-2 QS modul	HSF1 inh	HSF1 activator
7	i	-4	15	-1	-7
4	i	1	8	3	3
8	.	3	11	-5	2

More structures.
no.	mol	HSP90 refold inh	GSK3 alpha inh	Platelet DG rel	HDAC3 inhib	Dyrk1A ADPGlo
13	O=C1CSC(c2cccc(F)c2)N1c1ccccc1 (stereo not given)	2	-1	-6	8	-1
14	CCN(CCCNC(=O)CSc1cc(=O)n(C)c2cc(Cl)ccc12)Cc1ccccc1	-1	1	1	4	4
15	Cc1cc(C)nc(NC(=O)/C=C/c2cccs2)c1	-3	-5	23	0	.
16	CCOc1ncccc1C(=O)N1CCN(S(=O)(=O)c2ccc(Br)cc2Cl)CC1	3	-1	8	-6	.
17	COc1ccc(-c2ncc3ccccn23)cc1OC	-5	0	2	-2	17
18	Cc1nc(Sc2nnnn2-c2ccccc2)c(C#N)c(C)c1C	0	-2	-11	-3	-2
19	CC1=CC(=O)C(C(C)C)=CC1=NC(=O)c1ccc(C)cc1	-2	0	6	6	-1
20	COc1ccc(C2=NC(CO)(CO)CO2)cc1	-2	0	-6	-4	0
21	COC(=O)C1=C(N)OC2=C(C(=O)CCC2)C1c1ccc2c(c1)OCO2 (stereo not given)	-4	2	-3	-1	3
22	Cc1nc2nc(C)c(CCC(=O)NCc3ccc4c(c3)OCO4)c(C)n2n1	0	9	0	1	-11
23	CC1CC(C)(C)CC2(C1)NC(=O)N(CC(=O)NCCc1ccc3c(c1)OCCO3)C2=O (stereo not given)	5	0	8	1	-3
24	Cc1ccc(-n2c3c(cc(C(=O)N4CCN(C)CC4)c2=O)C(=O)CC(C)(C)C3)cc1	0	-1	-3	?	0

no.	PolyA inhibitor	GSK3beta inhib	AI-2 QS modul	HSF1 inh	HSF1 activator
13	i	1	39	4	-8
14	i	-3	17	-7	-6
15	i	-1	21	21	20
16	i	-19	39	-5	3
17	i	-3	7	8	26
18	i	-2	4	11	14
19	i	-2	5	1	8
20	i	-2	19	0	-5
21	i	3	-1	3	-3
22	i	-2	12	-13	7
23	i	-1	2	-15	-7
24	i	-2	30	3	9

The list goes on:
no.	mol	HSP90 refold inh	GSK3 alpha inh	Platelet DG rel	HDAC3 inhib	Dyrk1A ADPGlo
25	COc1ccc(CCNCCN2CCOCC2)cc1	2	6	-7	2	4
26	CCC(C)N(C(=O)COc1ccc(NC(C)=O)cc1)C1CCS(=O)(=O)C1 (stereo not given)	0	-2	2	-2	1
27	COC(=O)/C(=C/c1ccco1)NC(=O)c1ccccc1	-4	-1	-11	.	1
28	COc1ccc(Nc2ccnc3ccccc23)cc1	2	0	-5	8	3
29	CC1(C)Cc2c(cnn2-c2ccccc2)C(=O)/C1=N\NC(=O)c1ccccc1O	3	-6	-76	10	8
30	O=C(Nc1ccccc1)Nc1nnc(Cc2ccccc2F)s1	0	0	3	0	7
31	Cc1ccc(NC(=O)C2=CC(c3ccc(C)cc3)=NS(=O)(=O)N2C)cc1	0	-1	-2	0	-3
32	Cc1cccc(NC(=S)NCCC(C)C)c1	3	-1	-9	-3	0
33	O=C(NNC(=O)c1ccccc1F)c1cccs1	-4	-5	-3	-3	11
34	COc1cccc(CNC(=O)CCC2CCCN(c3cc(C)nc(N(C)C)n3)C2)c1 (stereo not given)	2	0	9	-2	3
35	Cc1c(NC(=O)C(C)OC(=O)COc2ccccc2)c(=O)n(-c2ccccc2)n1C (stereo not given)	3	-1	-6	3	-1
36	COc1ccc(OC)c(C(=O)CN2CCN(S(=O)(=O)c3ccc(Br)cc3)CC2)c1	2	-7	-5	4	2

no.	PolyA inhibitor	GSK3beta inhib	AI-2 QS modul	HSF1 inh	HSF1 activator
25	i	-7	3	-3	13
26	i	-1	15	-3	-11
27	i	-1	38	-4	6
28	i	0	19	-23	-22
29	i	1	29	29	33
30	i	2	9	7	9
31	.	2	0	6	37
32	i	2	2	-5	-8
33	i	3	18	-6	6
34	i	0	2	-7	13
35	i	-26	-4	-5	16
36	i	-9	23	-1	12

2 of the compounds above, with two lines to a compound.
Sequence of screens – HSP90 refold inh, GSK3 alpha inh, Platelet DG rel, HDAC3 inhib, Dyrk1A ADPGlo, PolyA inhibitor, GSK3beta inhib, AI-2 QS modul, HSF1 inh, HSF1 activator
[31] Cc1ccc(NC(=O)C2=CC(c3ccc(C)cc3)=NS(=O)(=O)N2C)cc1
    0, -1, -2, 0, -3, ., 2, 0, 6, 37
[33] O=C(NNC(=O)c1ccccc1F)c1cccs1
    -4, -5, -3, -3, 11, i, 3, 18, -6, 6

Continuation.
no.	mol	HSP90 refold inh	GSK3 alpha inh	Platelet DG rel	HDAC3 inhib	Dyrk1A ADPGlo
37	CC(=O)Nc1ccc(NS(=O)(=O)c2cc(-c3n[nH]c(=O)c4ccccc34)ccc2C)cc1	7	0	33	.	4
38	CCOc1ccccc1N(C)C(=O)CCS(=O)(=O)c1ccc2c(c1)NC(=O)C(C)S2 (stereo not given)	-2	-1	8	4	-1
39	Cn1cccc1CNC(=O)Nc1ccc(Cl)cc1	2	.	-26	6	4
40	O=C(Nc1cccc(-c2cnc3ccccc3n2)c1)C1CC(=O)N(c2ccccc2)C1 (stereo not given)	-1	-36	-8	6	-4
41	COc1cc(NC(=O)c2ccccc2)c(OC)cc1NC(=O)CSc1[nH]c(=O)cc(C)c1C#N	4	2	71*	0	-4
42	COc1ccc(CCN(C)C2CCCN(S(=O)(=O)C(C)C)C2)cc1OC (stereo not given)	-7	-2	-6	-2	-1
43	O=C(NCCC1CCCCN1S(=O)(=O)c1ccccc1)C(=O)NCc1ccncc1 (stereo not given)	.	-1	1	.	3
44	COCc1ccc(C(=O)N2CCCC(N3CCN(c4ccc(F)cc4)CC3)C2)o1 (stereo not given)	-3	1	4	2	5
45	N#CC(C(=O)c1ccccc1)=C1SCCS1	0	-3	-4	15	.
46	CCn1c(NC(C)=O)c(-c2ccccc2Cl)c(=O)c2ccccc21	3	-2	-9	-6	1
47	Fc1ccccc1N1CCN(Cc2cc(-c3ccccc3)on2)CC1	2	-2	4	-2	0
48	COC(=O)c1cccc(NC(=S)N2CCCCC2)c1	3	0	15	0	3

no.	PolyA inhibitor	GSK3beta inhib	AI-2 QS modul	HSF1 inh	HSF1 activator
37	i	1	10	-13	6
38	i	0	-7	8	18
39	i	4	?	5	25
40	i	3	7	16	2
41	i	0	12	-4	14
42	i	-2	23	0	-15
43	i	2	2	-3	5
44	i	0	27	-7	-22
45	i	-5	10	12	37
46	i	3	0	-12	-11
47	i	2	10	-75*	-80
48	i	-1	10	7	36

More compounds follow.
no.	mol	HSP90 refold inh	GSK3 alpha inh	Platelet DG rel	HDAC3 inhib	Dyrk1A ADPGlo
49	Cc1ccc(-n2c3c(cc(C(=O)O)c2=O)C(=O)CC(C)(C)C3)cc1	3	2	2	0	-2
50	O=C(CN1CCN(c2ccccc2)CC1)N1CCc2ccccc21	-5	0	-1	0	-2
51	CCCCC(=O)Nc1cnc(NC(=O)c2cccs2)cc1C	-1	0	9	-1	-1
52	C[C@@H]1CCC(=O)N(C[C@@H](C)CC#N)CC1	-2	-1	6	-1	4
53	c1ccc(-c2nnc(CSc3ccc4c(c3)OCCO4)o2)cc1	-2	1	4	6	54*

no.	PolyA inhibitor	GSK3beta inhib	AI-2 QS modul	HSF1 inh	HSF1 activator
49	i	1	18	-5	7
50	i	3	16	1	4
51	i	-6	11	17	42
52	i	-3	12	-1	-7
53	i	1	-53	4	7

As entered above.
Dyrk1A ADPGlo, #51 = -1
Platelet DG rel, #50 = -1
GSK3 alpha inh, #49 = 2
